Screening data as filed in PubChem BioAssay.
LmPK inhibitor = LmPK (Leishmania mexicana) enzyme inhibition. AID 1721. 290,000 compounds, 0.37% hits. purified LmPK, Kinase-Glo ATP luminescence, 1 h. Q27686. Potency, µM (top dose mostly 57.5 µM), for the others: at the top dose activity change, negative = inhibition, actives largely listed as inhibitors; further: potency means the concentration at half of the fitted maximal effect
Target sequence (Q27686 whole entry, looked up): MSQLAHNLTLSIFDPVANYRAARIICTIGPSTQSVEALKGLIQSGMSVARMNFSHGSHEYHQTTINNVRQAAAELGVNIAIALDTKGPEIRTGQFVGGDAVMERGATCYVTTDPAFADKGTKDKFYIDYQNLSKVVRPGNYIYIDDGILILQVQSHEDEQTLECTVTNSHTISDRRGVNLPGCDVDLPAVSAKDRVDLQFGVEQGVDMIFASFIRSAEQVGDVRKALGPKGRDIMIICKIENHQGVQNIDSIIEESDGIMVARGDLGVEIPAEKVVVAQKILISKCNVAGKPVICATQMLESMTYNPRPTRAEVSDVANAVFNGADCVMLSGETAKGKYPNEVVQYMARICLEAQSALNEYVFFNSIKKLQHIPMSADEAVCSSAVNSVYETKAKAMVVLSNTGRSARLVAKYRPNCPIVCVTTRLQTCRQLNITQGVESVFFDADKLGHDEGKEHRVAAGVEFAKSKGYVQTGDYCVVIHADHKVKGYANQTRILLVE
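Purified LmPK (0.1 nM) converted ADP (0.1 mM) to ATP with PEP (0.5 mM) in imidazole buffer pH 7.2 with KCl and MgCl2, 1 h at room temperature. ATP was read by Kinase-Glo luminescence; data normalized to uninhibited and no-enzyme controls.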
AmpC detergent = AmpC beta-lactamase inhibition with detergent present. AmpC hydrolysis of nitrocefin, absorbance 480 nm, 0.01% Triton. Potency, µM (highest dose often 114 µM), for the others: at the highest dose activity change, negative = inhibition, actives largely listed as inhibitors. 370,000 compounds, 0.041% hits;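 further: potency means the concentration at half of the fitted maximal effect; 0% = no-compound wells and -100% = no-enzyme wells; nearly all actives have a fitted effect of over 25% in size; some results filed as inactive show a strong effect at the top dose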
Target sequence (P00811 whole entry, looked up): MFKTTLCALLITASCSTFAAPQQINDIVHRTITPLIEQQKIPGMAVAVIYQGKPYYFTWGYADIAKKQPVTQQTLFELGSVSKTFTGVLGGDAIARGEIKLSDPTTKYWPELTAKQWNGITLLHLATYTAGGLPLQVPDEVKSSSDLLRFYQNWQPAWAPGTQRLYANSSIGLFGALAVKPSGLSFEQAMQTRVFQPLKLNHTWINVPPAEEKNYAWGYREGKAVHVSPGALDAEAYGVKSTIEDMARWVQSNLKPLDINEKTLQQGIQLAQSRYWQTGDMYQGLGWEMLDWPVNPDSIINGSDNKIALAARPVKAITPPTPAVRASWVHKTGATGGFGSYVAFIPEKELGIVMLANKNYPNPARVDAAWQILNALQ
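AmpC (5.3 nM in the dispensed reagent) in 20 mM phosphate pH 7.0 with 0.01% (detergent screen) or 0.0001% Triton X-100 was preincubated with compounds for 15 min at room temperature. Nitrocefin was then added from an 800 uM solution, and hydrolysis was followed at 480 nm.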
Tb PYK inh = T. brucei pyruvate kinase inhibition; Q57TT1; TbPYK enzyme, Kinase-Glo Plus ATP luminescence, 45 min; 410,000 compounds, 0.12% hits; Potency, µM (top dose mostly 76.8 µM), for inactives: at the highest dose activity, negative = inhibition, hits mostly inhibitors; AID 624173; further: potency means the concentration at half of the fitted maximal effect; nearly all actives have a fitted effect of over 50% in size
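ADP (130 uM final) triggers the TbPYK reaction after compound addition; incubation is 45 min at room temperature. Kinase-Glo Plus is then added and luminescence imaged. Normalized data are fitted to concentration-effect curves.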
HCV inh = inhibitors of hepatitis C virus infection; Huh7.5.1 HCVcc-Cre infection, luciferase reporter, 44 h; Potency, µM (series often up to 41.8 µM), for inactives: top-dose activity change, negative = inhibition, actives largely listed as inhibitors; 340,000 compounds, 3.4% hits; AID 651820; further: potency means the concentration at half of the fitted maximal effect
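After 44 h co-culture of compound, cells and HCVcc-Cre (~0.5 moi), substrate is added for 15 min at room temperature and luciferase measured over 15 sec. Cells were seeded at 1,000/well and pre-cultured 4 h.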
AmpC no deterg = blocks E. coli AmpC beta-lactamase in detergent-free assay; P00811; AmpC nitrocefin hydrolysis, absorbance 480 nm, 0.0001% Triton; Potency, µM (top dose mostly 57.1 µM), for inactives: at the highest dose activity change, negative = inhibition, hits mostly inhibitors; 330,000 compounds, 0.52% hits;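 further: potency means the concentration at half of the fitted maximal effect; plate controls were no compound for no effect and no enzyme for full effect; nearly all actives have a fitted effect of over 20% in size; some results filed as inactive show a strong effect at the top dose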
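AmpC (5.3 nM in the dispensed reagent) in 20 mM phosphate pH 7.0 with 0.01% (detergent screen) or 0.0001% Triton X-100 was preincubated with compounds for 15 min at room temperature. Nitrocefin was then added from an 800 uM solution, and hydrolysis was followed at 480 nm.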
AMA1 RON2 block = disrupts binding of P. falciparum AMA1 to RON2. AlphaScreen AMA1-biotinylated RON2 peptide binding. Potency, µM (titrated, usually from 58.2 µM), for the others: at the top dose activity change, negative = inhibition, hits mostly inhibitors. 360,000 compounds, 0.2% hits. AID 720542;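 further: potency means the concentration at half of the fitted maximal effect; 0% = vehicle wells and -100% = peptide control; nearly all actives have a fitted effect of over 45% in size; some results filed as inactive show a strong effect at the top dose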
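AMA1 (3D7) with his tag at 25 nM final met compounds first, then biotinylated RON2 peptide at 25 nM; detection used donor plus acceptor beads, 10 µg/mL apiece, read by AlphaScreen after 30 min at room temperature.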
HCMV inh = blocks human cytomegalovirus replication; activity change, negative = inhibition, % at 57.5 µM; 410,000 compounds, 4.5% hits; HFF cells, HCMV-luciferase reporter, 72 h; hits give low values; in the data active means activity change below about -60%; inconclusive means no clear call, values can overlap the other calls; inactive means above about -39%
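Screen run at 2 compound doses on HFFs infected with reporter HCMV, MOI 1 PFU/cell. Luciferase activity from cell lysates at 72 h post infection gave inhibition relative to buffer-only and Salinomycin wells.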
Active calls of the source: *; ? = inconclusive; / = no result given; & = joins results of further samples; [ ] = remark or other dose. Unless noted, the call rests on the fitted dose curve; in most records, active means well fitted curve in the direction sought with a large enough effect; inconclusive means small, poorly fitted or top-dose-only effect, or another doubt; inactive means no such curve, though single readings can be large; an effect the other way counts as inactive or inconclusive. Unless noted, on the % scale 0 is the no-effect control and ±100 the full control effect.

mol	LmPK inhibitor	AmpC detergent	Tb PYK inh	HCV inh	AmpC no deterg	AMA1 RON2 block	HCMV inh
Cc1ccc(NC(=O)CN(C)C(=O)Cn2c(=O)oc3ccccc32)cc1	/	-6%	4%	1%	-7%	0%	51
CCCCCCN(C(=O)CCCN1C(=O)NC(c2ccc(-c3ccccc3)cc2)C(C(=O)OCc2ccccc2)=C1C)C(C)C(=O)NCCCC (stereo unspecified)	/	/	-8%	?	-3%	9%	10
CCOc1ccc2nc(NC(=O)c3cc(=O)c4cc(C)cc(C)c4o3)sc2c1	/	19%	0%	/	/	/	0
COC(=O)C(C)Oc1ccc(-c2nccc(-c3cccs3)n2)cc1 (stereo unspecified)	-2%	2%	0%	?	100%[activator]	5%	33
COc1ccc(/C(C)=N/NC(=S)NCCc2ccccc2)c(O)c1	-4%	-13%	-2%	?	-50%	19%	?
O=S(=O)(NCc1ccc(Cl)cc1Cl)c1cccs1	4%	?	1%	-18%	-23%	10%	-10
O=C(COC(=O)c1cccnc1Cl)NCCCc1ccccc1	/	3%	0%	1%	-6%	9%	1
CN1CCN(C(=O)CN(Cc2ccc(Cl)cc2)S(C)(=O)=O)CC1	1%	-16%	-2%	4%	-14%	1%	52
Clc1ccc(OCCOCCN2CCCCC2)c(Br)c1	-10%	3%	/	6%	-1%	0%	41
COc1cc(CNC(=O)C2CCCN2S(=O)(=O)c2ccccc2)cc(OC)c1OC (stereo unspecified)	-4%	0%	5%	3%	-7%	8%	19

Remaining list, next part:
mol	LmPK inhibitor	AmpC detergent	Tb PYK inh	HCV inh	AmpC no deterg	AMA1 RON2 block	HCMV inh
COc1ccc(NC(=O)c2c(N)no[n+]2[O-])c(OC)c1	2%	-7%	0%	?	-22%	4%	?
O=C(O)c1ccc(NS(=O)(=O)c2cccc(C(=O)Nc3ccccc3[N+](=O)[O-])c2)cc1	1%	-6%	-5%	14%	-16%	-3%	-35
CCN(CC)S(=O)(=O)c1ccc(CNC(=O)CN2C(=O)NC3(CCc4ccccc43)C2=O)cc1 (stereo unspecified)	/	0%	2%	8%	2%	-2%	-1
O=C(NC(Cc1ccc(O)cc1)C(=O)O)c1ccco1 (stereo unspecified)	1%	3%	-4%	1%	-8%	-13%	-20
COCCCn1c(=N)c(C(=O)NCc2cccnc2)cc2c(=O)n3cc(C)ccc3nc21	/	15%	6%	/	/	/	9
COc1ccc(CCNCc2cccc(C(F)(F)F)c2)cc1OC	-3%	-11%	-13%	11%	-7%	-1%	14
CC(O)/C=C/c1ccc2ccccc2n1 (stereo unspecified)	-10%	0%	-7%	11µM*	-5%	3%	?
O=C(O)c1cccc(Br)c1	/	/	-5%	0.79µM*	/	10%	7
N#CCCS(=O)(=O)c1ccc(N)cc1	-3%	-8%	-10%	12%	-13%	0%	46
COC(C)(C)CCCC(C)C/C=C/C(C)=C/C(=O)OC(C)C (stereo unspecified)	/	-8%	-5%&2%	-8%	3%	2%	-10

Remaining list, next part:
mol	LmPK inhibitor	AmpC detergent	Tb PYK inh	HCV inh	AmpC no deterg	AMA1 RON2 block	HCMV inh
COCCn1c(=S)[nH]c2cc(C(=O)NCc3ccc(F)cc3)ccc2c1=O	/	/	1%	/	/	112%[activator]	-30
CCOc1cc(C=NNC(=O)CCCC(=O)NN=Cc2ccc(O)c(OCC)c2)ccc1O	/	/	-1%	11%	/	29%	15
C=CCn1c(SCC(=O)NNC(=S)Nc2ccccc2)nnc1-c1ccccc1	9%	-9%	-12%	2%	-15%	59%[activator]	5
COc1ccccc1-c1cnn2c(NCc3ccccc3)cc(C)nc12	1%	-5%	-5%	?	-7%	142%[activator]	120
CCOc1ccc(N(CC(=O)N/N=C(\C)c2cccc(NC(C)=O)c2)S(=O)(=O)c2ccccc2)cc1	-2%	-4%	7%	?	70%[activator]	39%[activator]	?
Cc1ccc(F)cc1-c1cc2nc(NCCCN(C)C)n(C)c(=O)c2s1	/	/	2%	/	/	-2%	7
CCOC(=O)/C=C1\SCC(=O)N1CC(=O)N1CCOCC1	-3%	-2%	-4%	16%	-44%	9%	20
C/C(N)=C(/C#N)C(=O)COC(=O)c1ccc(C#N)cc1	4%	4%	0%	13%	-23%	-8%	-14
CN(Cc1cn(-c2ccccc2)nc1-c1cc2ccccc2o1)C(=O)CCC(=O)O	3%	-5%	?	?	8%	-18%	3
CCOc1ccc2[nH]c(C)c(CN3CCOCC3)c(=O)c2c1	-6%	-10%	2%	?	-7%	2%	26

Other compounds.
mol	LmPK inhibitor	AmpC detergent	Tb PYK inh	HCV inh	AmpC no deterg	AMA1 RON2 block	HCMV inh
CN(CCc1ccccc1)C(c1ccnc2ccccc12)c1nnnn1-c1ccc2c(c1)OCCO2 (stereo unspecified)	/	/	0%	/	/	-18%	-8
CCOc1ccc(NC(=O)CCC(=O)NNC(=O)c2ccccc2Cl)cc1	-4%	-4%	4%	9%	-5%	60%[activator]	-28
Cc1ccc(NS(=O)(=O)c2ccc(C(=O)N3CCN(c4ncccn4)CC3)cc2)cc1	7%	0%	-8%	?	31%	-2%	-77*
CCCOc1ccc(/C(O)=C2/C(=O)C(=O)N(CCN3CCOCC3)C2c2ccccc2)cc1 (stereo unspecified)	/	/	1%	11%	/	-2%	-1
O=C(NCC1CCCO1)C(c1cccs1)N(Cc1cccs1)C(=O)c1ccc(-c2ccccc2)[nH]1 (stereo unspecified)	0%	-4%	-5%	?	82%[activator]	-30%	?
COc1ccc(C(=O)Nc2nc(-c3ccccc3)c(C(C)=O)s2)c(OC)c1	2%	-1%	2%	13µM*	1%	30%	13
CCOC(=O)c1c(C)[nH]c(C)c1S(=O)(=O)N1CCCC(C(=O)Nc2ccc(C)cn2)C1 (stereo unspecified)	/	-1%	1%	/	/	/	0
CC(O)c1nc2ccccc2n1Cc1nnc(-c2ccc(Cl)cc2)o1 (stereo unspecified)	-1%	?	4%	15%	15%	-7%	84
O=C(CC1SC(N2CCOCC2)=NC1=O)Nc1cc([N+](=O)[O-])ccc1Cl (stereo unspecified)	-5%	2%	-2%	-3%	-18%	3%	1
CSc1ncc(Cl)c(C(=O)Nc2cc(C(F)(F)F)ccc2Cl)n1	/	-3%	0%	/	/	/	-3

Grouped by structure: the compounds so far containing a furan ring, fused or not.
mol	LmPK inhibitor	AmpC detergent	Tb PYK inh	HCV inh	AmpC no deterg	AMA1 RON2 block	HCMV inh
O=C(NC(Cc1ccc(O)cc1)C(=O)O)c1ccco1 (stereo unspecified)	1%	3%	-4%	1%	-8%	-13%	-20
CN(Cc1cn(-c2ccccc2)nc1-c1cc2ccccc2o1)C(=O)CCC(=O)O	3%	-5%	?	?	8%	-18%	3

New compounds follow:
mol	LmPK inhibitor	AmpC detergent	Tb PYK inh	HCV inh	AmpC no deterg	AMA1 RON2 block	HCMV inh
COc1ccc(N2CCN(C(=O)c3cccnc3)CC2)c([N+](=O)[O-])c1	-3%	1%	-3%	11%	0%	1%	-40
COC(=O)c1c(-c2ccc(Cl)cc2)noc1N1CCN(c2ccccc2F)CC1	/	-5%	0%	/	/	/	-3
CCCCC(CC)CNC(=O)CCS(=O)(=O)c1cccc2nonc12 (stereo unspecified)	-10%	-4%	0%	-2%	-2%	3%	28
CCCCn1c(N)c(N(CC)C(=O)c2cccc(F)c2)c(=O)[nH]c1=O	-5%	-4%	3%	15%	5%	17%	-23
O=C(NC1CC1)C1CCN(c2ccc(S(=O)(=O)N3CCOCC3)cc2)CC1	1%	-12%	4%	18%	0%	6%	27
CC(=O)c1cc(CN2CCN(CCc3ccccc3)C(CCO)C2)cs1 (stereo unspecified)	5%	-7%	7%	-13%	-3%	9%	-15
CCCCNC(=O)c1nn2c(C(F)(F)F)cc(-c3ccccc3)nc2c1Br	-3%	?	-2%	?	12%	3%	31
COc1cc(/C=C/C(=O)Nc2cccc(S(=O)(=O)N3CCOCC3)c2)ccc1OCC#N	/	1%	4%	?	1%	-5%	-24
OC[C@@H]1CN(Cc2ccccc2)C[C@H](n2cnc3c(Nc4ccccc4)ncnc32)O1	/	/	2%	/	/	19%	0
O=C(OCc1ccc([N+](=O)[O-])cc1)c1ccc(N2CCCC2)c([N+](=O)[O-])c1	-3%	-19%	11%	-14%	-19%	18%	-5

(next part)
mol	LmPK inhibitor	AmpC detergent	Tb PYK inh	HCV inh	AmpC no deterg	AMA1 RON2 block	HCMV inh
COc1cccc(/C=C/C(=O)OCC(=O)c2ccc3c(c2)NC(=O)CO3)c1	/	-1%	9%	6%	-24%	16%	-9
CC(C)n1nc(C(=O)Oc2cccc(Cl)c2Cl)c2ccccc2c1=O	-8%	-6%	-7%	-1%	-21%	20%	66
O=C(CN1C(=O)CC(c2ccco2)Sc2ccccc21)Nc1ccc(C(F)(F)F)cc1 (stereo unspecified)	/	0%	0%	/	/	/	2
CC(=O)c1ccc(OCCCC(=O)Nc2cccc(S(=O)(=O)N3CCCCCC3)c2)cc1	/	/	-3%	?	?	-3%	-8
Cc1cccc(NC(=O)N2CCN(C)c3ncccc32)c1C	/	-11%	-9%	/	/	/	12
Cc1ccc(C(=O)NCC(c2ccc3c(c2)OCO3)N2CCOCC2)cc1 (stereo unspecified)	/	3%	-6%	/	/	/	15
Cc1ccc(Cn2nnc3c(=O)[nH]c(C4CCN(S(=O)(=O)c5ccc(C)cc5)CC4)nc32)cc1	-1%	?	-4%	15%	-4%	-8%	34
COc1ccc(NS(=O)(=O)c2ccc(C(=O)OC(C)C(=O)N3CCOCC3)cc2)cc1 (stereo unspecified)	-1%	4%	-11%	2%	43%	14%	-10
CCCCc1ccc(NC(=S)N2CCN(C(=O)OCC)CC2)cc1	-2%	-19%	-10%	-24%	-1%	14%	-21
O=C(NCCc1ccccc1)c1ccc2c(c1)N(Cc1ccc(Cl)cc1)C(=O)CS2	/	12%	10%	/	/	/	-11

More records:
mol	LmPK inhibitor	AmpC detergent	Tb PYK inh	HCV inh	AmpC no deterg	AMA1 RON2 block	HCMV inh
CCC(=O)c1cn(CC(=O)Nc2cccc(C)c2C)c2ccccc12	0%	-3%	2%	?	-8%	2%	4
COc1cccc(-c2cnc3c(NC(C)=O)cc(-c4ccc(C(=O)N5CCOCC5)cc4)cn23)c1	/	/	-4%	/	/	13%	48
CCOC(=O)C1CCCN(CCC(=O)Nc2cccc(F)c2)C1 (stereo unspecified)	-2%	?	0%	23%	-18%	-2%	-27
O=C(CN(C(=O)CSc1nc2ccccc2o1)c1cccc(F)c1)NC1CCCCC1	-1%	-11%	-3%	-17%	-7%	0%	-10
